# BLM helicase inh: Bloom syndrome helicase (human) inhibition; recombinant BLM DNA unwinding, fluorescence dequenching; Potency, µM (top dose mostly 56.1 µM), inactives show at the top dose activity change, negative = inhibition, most hits filed as inhibitors; 350,000 compounds, 0.2% hits; AID 2528;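 also: potency is read from the fitted curve at half-maximal effect; plate controls were vehicle for no effect and no enzyme for full effect; nearly all actives have a fitted effect of over 35% in size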
# Pol kappa inh: blocks human DNA polymerase kappa activity; Potency, µM (doses to about 107 µM), inactives show at the highest dose activity, negative = inhibition, hits mostly inhibitors; 400,000 compounds, 0.53% hits; purified Pol kappa, fluorescent DNA synthesis assay, 10 min; AID 588579; Q9UBT6; also: potency is read from the fitted curve at half-maximal effect; % is scaled to controls: 0 for no effect and ±100 for the full control effect
#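 Here, compound and 10 nM enzyme are combined for 15 min at room temperature; adding 50 nM substrate (final) starts DNA synthesis, tracked by fluorescence at 0 and 10 min against buffer-only wells.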
# APEX1 inh: inhibitors of human APE1 endonuclease | P27695 | recombinant APE1, TAMRA/BHQ-2 abasic DNA cleavage fluorescence | Potency, µM (series often up to 65.8 µM), without a hit: at the top dose activity change, negative = inhibition, most hits filed as inhibitors | 350,000 compounds, 0.35% hits | AID 2517;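 also: potency is read from the fitted curve at half-maximal effect; plate controls were vehicle for no effect and reference inhibitor for full effect; nearly all actives have a fitted effect of over 55% in size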
# Target sequence (P27695 whole entry, looked up): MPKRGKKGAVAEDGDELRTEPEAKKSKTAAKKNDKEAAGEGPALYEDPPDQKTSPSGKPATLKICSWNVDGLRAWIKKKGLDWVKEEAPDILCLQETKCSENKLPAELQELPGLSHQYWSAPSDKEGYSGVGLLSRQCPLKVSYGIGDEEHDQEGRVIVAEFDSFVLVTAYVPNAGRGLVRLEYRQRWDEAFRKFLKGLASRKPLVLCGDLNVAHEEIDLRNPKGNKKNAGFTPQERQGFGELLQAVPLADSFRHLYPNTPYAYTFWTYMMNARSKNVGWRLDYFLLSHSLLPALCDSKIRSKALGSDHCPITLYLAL
#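 Enzyme (0.75 nM final) and test compound are incubated 15 min at room temperature before adding 50 nM quenched THF abasic-site duplex. Cleavage dequenches TAMRA, followed at 525/598 nm over three reads one minute apart.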
# POLB inh: blocks human DNA polymerase beta activity; P06746; Pol beta primer extension/strand displacement, fluorescence kinetic; Potency, µM (doses to about 114 µM), for inactives: at the top dose activity change, negative = inhibition, most hits filed as inhibitors; 340,000 compounds, 1.3% hits; AID 485314; also: potency is read from the fitted curve at half-maximal effect; % is scaled to controls: 0 for no effect and ±100 for the full control effect
#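 Reaction started by 50 nM substrate onto compound-treated Pol beta (10 nM, 15 min preincubation, room temperature); plates read at 0 min and 10 min. Normalized concentration-effect data fitted by four-parameter Hill equation.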
# PGK inhibitor: T. brucei PGK inhibition | P07378 | PGK/GAPDH coupled, Kinase-Glo luminescence, 60 min | Potency, µM (series often up to 57.5 µM), for inactives: at the top dose activity change, negative = inhibition, usual class: inhibitors | 380,000 compounds, 0.043% hits | AID 602233; also: potency is read from the fitted curve at half-maximal effect; % is scaled to controls: 0 for no effect and ±100 for the full control effect; nearly all actives have a fitted effect of over 60% in size
# Target sequence (P07378 whole entry, looked up): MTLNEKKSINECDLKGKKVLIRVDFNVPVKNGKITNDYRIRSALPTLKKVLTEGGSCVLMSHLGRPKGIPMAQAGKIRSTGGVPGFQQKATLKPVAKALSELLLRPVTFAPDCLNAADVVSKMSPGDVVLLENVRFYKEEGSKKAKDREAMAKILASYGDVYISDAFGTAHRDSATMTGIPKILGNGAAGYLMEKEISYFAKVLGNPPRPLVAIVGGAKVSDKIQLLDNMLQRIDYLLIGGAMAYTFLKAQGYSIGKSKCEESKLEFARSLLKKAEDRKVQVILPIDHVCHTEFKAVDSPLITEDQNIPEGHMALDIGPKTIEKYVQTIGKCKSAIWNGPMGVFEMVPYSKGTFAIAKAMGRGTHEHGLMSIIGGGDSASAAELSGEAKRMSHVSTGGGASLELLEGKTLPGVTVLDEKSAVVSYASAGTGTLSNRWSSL
#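 Recombinant glycosomal PGK reaction used 1,3-bisphosphoglycerate generated in-well by GAPDH (100nM final) in 100mM TEA pH 7.6, 5mM MgCl2, 0.01% Tween-20. After 60 minutes at room temperature, ATP was read by Kinase-Glo Plus luminescence end-point.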
# RXFP1 antagonist: RXFP1 (human) relaxin receptor antagonism. 350,000 compounds, 0.59% hits. Q9HBX9. activity change, negative = inhibition, % at 57.5 µM. HEK293-RXFP1, relaxin-stimulated cAMP HTRF, 30 min; active compounds read low;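 active = activity change of -60% or lower, but not beyond a set lower limit; inconclusive = change between -60% and -40%, or beyond the set limit; inactive = change above -40%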; also: % is scaled to controls: 0 for no effect and ±100 for the full control effect
# POLI inh: inhibitors of human DNA polymerase iota; Q9UNA4; Pol iota fluorescent replication assay, 10 min; Potency, µM (doses to about 115 µM), for the others: at the highest dose activity, negative = inhibition, usual class: inhibitors; 390,000 compounds, 1% hits; AID 588590; also: potency is read from the fitted curve at half-maximal effect
#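 Pol iota at 10 nM preincubated 15 min with compounds at room temperature; reaction started with fluorescent substrate, 50 nM final. Fluorescence read kinetically at 0 and 10 min; buffer-only wells as negative control.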
# Apoferritin bind: candidate novel general anesthetic via apoferritin binding; Potency, µM (titrated, usually from 77.5 µM), inactives show top-dose activity change, negative = displacement, actives largely listed as inhibitors; 350,000 compounds, 0.074% hits; apoferritin/1-aminoanthracene competitive binding, fluorescence; P02791; also: potency is read from the fitted curve at half-maximal effect; % is scaled to controls: 0 for no effect and ±100 for the full control effect; nearly all actives have a fitted effect of over 20% in size
# Target sequence (P02791 2-175 limits assumed): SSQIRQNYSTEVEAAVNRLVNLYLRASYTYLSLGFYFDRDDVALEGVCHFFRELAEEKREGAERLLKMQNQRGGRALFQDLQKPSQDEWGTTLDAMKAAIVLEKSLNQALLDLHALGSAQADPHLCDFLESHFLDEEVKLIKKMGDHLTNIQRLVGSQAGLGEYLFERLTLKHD
#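 10 uM apoferritin + 50% sat. 1-AMA, PBS; cpd 10 min RT; Ex380/Em535 endpoint; normalized to free probe vs complex; 4-param Hill fit; propofol titration as pos. ctrl.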
# POLH inh: DNA polymerase eta (human) inhibition; Potency, µM (doses to about 114 µM), for the others: at the top dose activity change, negative = inhibition, usual class: inhibitors; recombinant Pol eta, fluorescent DNA replication assay; Q9Y253; AID 588591; 390,000 compounds, 1.2% hits; also: potency is read from the fitted curve at half-maximal effect; % is scaled to controls: 0 for no effect and ±100 for the full control effect
#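 Pol eta at 10 nM preincubated with compounds 15 min at room temperature; reaction started with fluorescent substrate (50 nM final) and read kinetically at 0 and 10 min.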
# An asterisk follows results filed as active; i = inactive; u = inconclusive; x = no result given; & = joins results of further samples; [ ] = dose if it differs, or a comment. Unless noted, calls follow the shape of the dose curve; as a rule, active = well fitted curve in the direction sought with a large enough effect; inconclusive = small, poorly fitted or top-dose-only effect, or another doubt; inactive = no such curve, though single readings can be large; an effect the other way counts as inactive or inconclusive. Only part of the results is shown; rates above refer to the full screens.
compound	BLM helicase inh	Pol kappa inh	APEX1 inh	POLB inh	PGK inhibitor	RXFP1 antagonist	POLI inh	Apoferritin bind	POLH inh
CCSc1nc(O)c(C2OC(=O)c3c2ccc(OC)c3OC)c(=O)n1CC (stereo not drawn)	-3%	2%	-5%	6%	x	-23	u	-2%	-2%
Cc1cc(C)n(-c2nc3c(c(=O)[nH]c(=O)n3C)n2CC(O)c2ccccc2)n1 (stereo not drawn)	0%	-8%	-2%	17%	-6%	1	-15%	-1%	-11%
CCCCc1nn2c(=O)cc(COC(=O)C3CCCCC3)nc2s1	0%	-13%	x	2%	-4%	x	-5%	u	2%
CCOC(=O)C1CCN(C2CCN(Cc3nc(-c4ccccc4)no3)CC2)CC1	-1%	0%	16%	23%	-5%	u	50%[activator]	-6%	-15%
COc1ccc2sc(N(Cc3cccnc3)C(=O)c3cccs3)nc2c1	-1%	-4%[60.1 µM]	x	2%	3%	-13	-17%	1%	10%
CCCS(=O)(=O)N1CCC(C(=O)N2CCN(C(=O)OCC)CC2)CC1	2%	-4%	-3%	2%	1%	-28	8%	-1%	2%
COC(=O)c1ccc(Cn2c(=O)cc(C(F)(F)F)c3c(C)nn(C)c32)cc1	-8%	-1%	x	35%	9%	-3	73%[activator]	-15%	-15%
C=C1CCN(C(Cc2ccccc2)C(=O)NCc2ccc(Cl)c(Cl)c2)S(=O)(=O)c2ccccc21 (stereo not drawn)	-4%	-16%	-4%	x	x	x	-3%	43%[activator]	x
O=C(NN1CCOCC1)c1ccc(Cl)s1	-4%	-4%	23%	56%	8%	-4	18%	-4%	-16%
COc1ccc(C(c2nnnn2Cc2ccccc2)N2CCN(c3ccccc3)CC2)cc1 (stereo not drawn)	-10%	-5%	u	-4%	i	5	11%	4%	-17%
Cc1occc1-c1nnc(SCC(=O)Nc2ccccc2)n1CCc1ccccc1	-10%	-7%	1%	-3%	i	-3	9%	-6%	-16%
CC(C)N1C(=O)c2ccccc2C1C(=O)NC1CCCCCC1 (stereo not drawn)	-4%	-15%	4%	10%	4%	11	-1%[58.9 µM]	0%	-3%
O=C(OCC(=O)N1CCC(c2ccccc2)=N1)c1ccc([N+](=O)[O-])s1	x	-17%	3%	x	-11%	-7	6%	x	4%
Cc1nc2cc(CO)ccc2n1C	-2%	-3%	-1%	3%	8%	7	13%	0%	-10%
Cc1coc2cc3oc(=O)c(CCC(=O)NCCCN4CCCC4=O)c(C)c3cc12	2%	-11%	-5%	38%	-1%	23	15%	0%	1%
COc1cc(C(C(=O)NC2CCCCC2)N(C(=O)c2snc(C(N)=O)c2N)c2ccc(C)cc2)ccc1O (stereo not drawn)	-7%	-10%	11%	-10%	7%	-3	122%[activator]	-2%	0%
Cc1onc(-c2ccccc2)c1CNC(=O)CN1C(=O)c2ccccc2C1=O	-9%	0%	-1%	6%	i	7	u	5%	-8%
Cc1nc(NCc2ccccc2)c2cc[nH]c2n1	-3%	-5%	-6%	-16%	5%	9	-1%	5%	-21%
COc1ccc(CN2CCN(C(=O)CCC(=O)c3ccc(C)s3)CC2)cc1OC	x	-33%	-4%	x	-6%	-2	89µM*	x	25µM*
CCn1c(SCC(=O)NC2CCCCC2)nnc1-c1cccs1	-2%	-2%	2%	0%	24%	-9	2%[58.9 µM]	-6%	-16%
CC(C)(O)C(=O)NN(Cc1ccccc1)c1ccccc1	2%	2%	-6%	39%	i	-5	75%[activator]	4%	-4%
Cc1ccc(Cc2cn3cc(-c4ccccc4)nc3s2)cc1	-3%	-22%	x	1%	-2%	x	13%	3%	-19%
COc1ccc(N2C(=O)CC3(CCCC3)CC2=O)cc1	2%	-5%	3%	-19%	-2%	8	163%[activator]	u	-18%
Cc1ccc2cc(/C=C/C(=O)c3ccco3)c(Cl)nc2c1	-4%	4%	3%	-6%	-1%	-23	u	12%	-11%
COc1ccc(CN2CCn3nc(C(=O)NC(C)C)cc3C2=O)cc1	-3%	-13%	7%	12%	-1%	-3	172%[activator]	-12%	-13%
O=S(=O)(Nc1ccc2cn[nH]c2c1)c1ccc(C(F)(F)F)cc1	x	2%	13%	x	-5%	10	-6%	x	-19%
CC(=O)Nc1nnc(SCc2ccccc2F)s1	-2%	-11%	0%	-2%	i	-1	21%	u	-17%
O=C(CCc1nnc(Cc2ccc3c(c2)OCO3)o1)NCc1nc2ccccc2s1	-2%	0%[60.1 µM]	0%	21%	-1%	-4	4%	-10%	-9%
CCc1c(C)sc(NC(=O)CC#N)c1C#N	-12%	u	u	u	-13%	9	45µM*	-12%	22µM*
COc1ccc(S(=O)(=O)N2CCC(C(=O)NCc3ccncc3)CC2)cc1	1%	0%	24%	14%	-2%	5	-9%	-8%	-14%
O=C(CSc1nc(=O)n(Cc2cccnc2)c2c1CCC2)Nc1cccc(Cl)c1	3%	-1%[60.1 µM]	x	6%	i	x	7%	u	-18%
Cc1ccc(C(=O)Nc2nnc(SCc3cc(=O)c4c(C)ccc(C)c4[nH]3)s2)cc1	-13%	-1%[60.1 µM]	x	50µM*	-2%	-11	u	33%[activator]	-10%
Cc1cc(C)cc(OCC(=O)Nc2c(C)ccc3nsnc23)c1	-2%	-23%	x	7%	i	14	-13%	-9%	-10%
Cn1c(CC(=O)Nc2ccccc2Cl)nnc1SCC(=O)NC1CCCCC1	1%	-3%	3%[12.4 µM]	33%	-3%	0	54%[activator]	3%	6%
NC(=O)CCn1c2ccccc2c2ccccc21	1%	-2%	-4%	-1%	-10%	-3	14%	-5%	-2%
COc1cccc(C(=O)Nc2ncc3c(n2)CC(C)(C)CC3=O)c1	1%	-18%	3%	1%	i	3	9%	-20%	2%
Cc1nn(C)cc1CN(C)C(=O)CCc1nnc(CCC2CCCCC2)o1	1%	-8%	-4%	-11%	i	-1	-8%	-18%	19%
COc1ccc(NC2CCCN(C(=O)COc3ccc(C)cc3)C2)cc1 (stereo not drawn)	-3%	-6%	47%[activator]	30%	-12%	-7	-1%	-19%	-15%
C[C@H]1CN(CCc2ccccc2)C(=O)[C@@H]1CC(=O)NCc1ccccc1	1%	0%&1%	-6%	3%	i	x	14%&30%	-7%	-8%
Cc1ccc(NC(=O)N2CCCC(c3nc(-c4ccc(F)cc4)no3)C2)cc1 (stereo not drawn)	-8%	0%	-2%	u	-3%	-8	-28%	-14%	-22%
CCOc1ccc(CN(CC)C(=O)c2ccc3c(c2)[nH]c(=O)c(=O)n3CC)cc1OC	-3%	-4%	-6%	3%	5%	-6	66%[activator]	-14%	-23%
COc1ccc(C(=O)NCCCN2CCOCC2)cc1	-2%	1%	33%	5%	-10%	-8	15%	1%	-21%
O=C(N/N=C/c1cccc([N+](=O)[O-])c1)C(=O)N1CCCCCC1	-1%	0%	-10%	1%	2%	-4	143%[activator]	-12%	-18%
FC(F)(F)c1cccc(-c2nc3nc(Cl)c(Cl)nc3[nH]2)c1	-4%	-12%&5%	-7%	u	-7%	9	u	4%	3%
Cc1ccc(NC(=O)OCCN2CCN(Cc3ccccc3)CCC2=O)cc1C	-2%[75.6 µM]	-2%[60.1 µM]	u	-1%	-2%	x	-26%	-9%[110 µM]	-13%
Cn1cc(C(=O)c2ccc(Cl)cc2Cl)cc1C(=O)N/N=C(\N)COc1ccccc1	-8%	-25%	-2%	17%	0%	-10	1%	-12%	-10%
C/C(=N\NC(=O)c1nnn(-c2nonc2N)c1CSc1ccc(Cl)cc1)c1ccco1	-1%	2%	-12%	19%	4%	7	1%	-13%	3%
NC(=O)c1ccc(Nc2ccc3nonc3c2[N+](=O)[O-])cc1	-4%	-10%	35%	-26%	2%	-3	17%	-12%	-13%
CC(C)n1c(SCC(=O)N2CCCC2)nc2c1c(=O)n(C)c(=O)n2C	3%	-9%	-7%	20%	x	-12	7%	-11%	0%
COc1ccc(C(=O)CSc2nnc(CNC(=O)c3ccco3)n2C)cc1	-11%	-6%	0%	8%	0%	7	142%[activator]	-7%	-22%

# Reprinted from the part before: 2 entries; new compounds follow.
compound	BLM helicase inh	Pol kappa inh	APEX1 inh	POLB inh	PGK inhibitor	RXFP1 antagonist	POLI inh	Apoferritin bind	POLH inh
CC(C)n1c(SCC(=O)N2CCCC2)nc2c1c(=O)n(C)c(=O)n2C	3%	-9%	-7%	20%	x	-12	7%	-11%	0%
COc1ccc(C(=O)CSc2nnc(CNC(=O)c3ccco3)n2C)cc1	-11%	-6%	0%	8%	0%	7	142%[activator]	-7%	-22%
Cc1ccc2nc(COC(=O)CNC(=O)c3ccccc3)cn2c1	x	-3%	-4%	x	i	1	20%	x	-14%
CC(C)c1ccc(S(=O)(=O)N2CCN(C(C)C(=O)NC3CCCC3)CC2)cc1 (stereo not drawn)	x	-5%	6%	x	-2%	4	13%	x	2%
CN1CCc2c(sc3c2C(=O)NC(c2ccc(-c4cccc(Cl)c4)o2)N3)C1 (stereo not drawn)	-8%	-17%	u	0%	-3%	x	24%	5%	-12%
CCC(=O)N/C(=N\OCc1ccc(F)cc1)c1nonc1NC(=O)CC	-5%	-15%	-9%	u	-12%	-10	u	-8%	-5%
CC(C)=CCN1CCN(Cc2cnc(-c3ccccc3)s2)CC1CCO (stereo not drawn)	2%	11%	u	-21%	-9%	-7	-8%	-9%	-1%
Cc1ccc(NC(=O)COC(=O)CCNS(=O)(=O)c2c(Cl)cccc2Cl)cc1	x	-17%	8%	x	3%	-11	2%	x	-2%
COc1ccc(NC(=O)CN(C)C(=O)c2cn(-c3ccccc3)nc2-c2ccc(Cl)cc2)cc1	x	-12%	-12%	x	0%	u	-26%	x	-24%
COCCN1C(=O)N(c2cccc(OC)c2)C(=O)C1CC(=O)Nc1ccc(Cl)cc1 (stereo not drawn)	0%	-2%	18%	15%	-9%	-3	107%[activator]	0%	-3%

# From PubChem
